# Source: PubChem (National Center for Advancing Translational Sciences (NCATS))
# rTrxR1 inhibitor = blocks rat thioredoxin reductase 1. recombinant rTrxR1, NADPH fluorescence consumption, selenite substrate. Potency, µM (series often up to 114 µM), inactives show top-dose activity change, negative = inhibition, hits mostly inhibitors. hit rate 1% among 390,000. AID 588453; note: % is set by controls: 0 for no effect and ±100 for the full control effect; nearly all actives have a fitted effect of over 65% in size
#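 Rat TrxR1 (90 nM in the dispensed reagent) was pre-reduced with 400 uM NADPH for 5 min at room temperature, then incubated with compound for 15 min. After 400 uM selenite was added, NADPH fluorescence (Ex 340/Em 450 nm) was followed for 8 min.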
# TrxR1 substrate = is turned over as a substrate by rat TrxR1; O89049; purified TrxR1 substrate turnover, NADPH consumption readout; Potency, µM (titrated, usually from 114 µM), for the others: at the highest dose activity change, negative = substrate turnover; hit rate 0.01% among 390,000; AID 588456; note: % is set by controls: 0 for no effect and ±100 for the full control effect; nearly all actives have a fitted effect of over 50% in size
#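 Rat TrxR1, dispensed at 90 nM, was prereduced with 400 uM NADPH (final) for 5 min at ~22 deg C, then incubated with compound 15 min before 400 uM selenite. A first-read NADPH fluorescence drop versus no-compound background flagged substrates.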
# RXFP1 ag = RXFP1 (human) receptor agonism; HEK293T-RXFP1 cAMP TR-FRET, 30 min; response scale: percent of porcine relaxin response, buffer zero; Potency, µM (doses to about 57.5 µM), for inactives: at the highest dose activation, actives largely listed as activators; Q9HBX9; hit rate 0.3% among 370,000; note: % is set by controls: 0 for no effect and ±100 for the full control effect; nearly all actives have a fitted effect of over 60% in size; many of its hits are not listed in these tables
# Target sequence (Q9HBX9 whole entry, looked up): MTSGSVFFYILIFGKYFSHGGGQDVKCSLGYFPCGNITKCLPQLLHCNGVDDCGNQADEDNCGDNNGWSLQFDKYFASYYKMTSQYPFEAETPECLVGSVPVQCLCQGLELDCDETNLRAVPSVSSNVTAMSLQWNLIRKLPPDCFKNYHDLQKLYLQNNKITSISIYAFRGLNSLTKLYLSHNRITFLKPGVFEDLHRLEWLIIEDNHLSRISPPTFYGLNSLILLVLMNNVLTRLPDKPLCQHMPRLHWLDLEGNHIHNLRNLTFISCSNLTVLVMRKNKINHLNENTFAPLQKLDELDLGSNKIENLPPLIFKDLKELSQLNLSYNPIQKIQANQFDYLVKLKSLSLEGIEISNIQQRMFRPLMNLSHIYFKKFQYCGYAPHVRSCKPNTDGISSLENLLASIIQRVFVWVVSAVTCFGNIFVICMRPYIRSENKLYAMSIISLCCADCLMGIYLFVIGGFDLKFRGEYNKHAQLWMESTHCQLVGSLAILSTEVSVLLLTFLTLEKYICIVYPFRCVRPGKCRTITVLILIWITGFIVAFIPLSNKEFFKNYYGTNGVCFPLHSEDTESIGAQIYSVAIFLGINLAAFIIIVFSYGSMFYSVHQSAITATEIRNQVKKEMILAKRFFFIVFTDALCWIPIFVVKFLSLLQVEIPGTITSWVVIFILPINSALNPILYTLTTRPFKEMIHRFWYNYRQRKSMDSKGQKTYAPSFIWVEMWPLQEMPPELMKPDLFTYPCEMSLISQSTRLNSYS
#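 HEK293T cells stably expressing RXFP1 were pretreated with the PDE4 inhibitor Ro 20174, exposed to compounds for 30 min at 37C, lysed, and cAMP was read by TR-FRET. Data normalized to buffer (basal) and 29 nM porcine relaxin (100%).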
# 12-LOX inh = ALOX12 (human) lipoxygenase inhibition | P18054 | purified 12hLO, xylenol orange hydroperoxide absorbance | Potency, µM (highest dose often 108 µM), without a hit: at the top dose activity change, negative = inhibition, most hits filed as inhibitors | hit rate 1.1% among 580,000; note: % is set by controls: 0 for no effect and ±100 for the full control effect
#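 Hydroperoxide product was detected by ferrous iron/xylenol orange as the 573 to 405 nm absorbance ratio. Arachidonic acid at 40 uM (final) was turned over for 30 min at room temperature by 150 nM human 12hLO, pH 7.0 Hepes buffer, after 15 min compound preincubation.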
# RGS4 inhibitor = human RGS4 inhibition; Potency, µM (top dose mostly 114 µM), inactives show top-dose activity change, negative = inhibition, hits mostly inhibitors; Transcreener GDP fluorescence polarization, RGS4-accelerated GTP hydrolysis; hit rate 0.039% among 390,000; AID 504845; note: % is set by controls: 0 for no effect and ±100 for the full control effect; nearly all actives have a fitted effect of over 75% in size; some results filed as inactive show a strong effect at the top dose
# Target sequence (P49798 whole entry, looked up): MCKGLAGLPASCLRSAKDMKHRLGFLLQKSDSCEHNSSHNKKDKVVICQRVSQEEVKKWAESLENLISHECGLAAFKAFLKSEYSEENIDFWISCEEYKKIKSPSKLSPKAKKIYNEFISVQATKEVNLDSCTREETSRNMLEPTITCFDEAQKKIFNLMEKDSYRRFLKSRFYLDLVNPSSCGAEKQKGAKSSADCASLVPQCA
#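 MLSMR compounds (23 nl, pin-transferred) preincubated 10 min at room temperature with a 500nM (2x) first reagent, then RGS4 at 900nM (2x) plus Transcreener GDP mix added; fluorescence polarization (620/688 nm) read before and after 90 min at 30 °C.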
# mIDH1 inhibitor = human IDH1 R132H inhibition | O75874 | IDH1-R132H enzyme, NADPH consumption, diaphorase/resazurin fluorescence | Potency, µM (series often up to 76.6 µM), without a hit: at the top dose activity change, negative = inhibition, usual class: inhibitors | hit rate 0.093% among 390,000; note: % is set by controls: 0 for no effect and ±100 for the full control effect; nearly all actives have a fitted effect of over 65% in size
#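 IDH1-R132H (0.5 ug/mL) preincubated 30 min with compound, then NADPH (0.016 mM) and alpha-KG (2 mM) added; 80 min at RT, pH 7.5. Remaining NADPH coupled via diaphorase/resazurin to fluorescence (540/590 nm); concentration-response curves normalized to no-enzyme control.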
# Vif-A3F inh = Vif-A3F binding inhibition; HeLa A3F-eYFP + Vif (tagged APOBEC3F with the HIV-1 protein that degrades it), YFP fluorescence increase; Potency, µM (highest dose often 46.1 µM), for the others: top-dose activity, negative = active; hit rate 0.2% among 390,000; AID 602313; note: % of control where 0% means no effect; nearly all actives have a fitted effect of over 65% in size
#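 HeLa cells stably expressing A3F-eYFP plus Vif, plated and incubated overnight at 37 deg C, then exposed to compounds overnight at 37 deg C. Blocked degradation read as raised yellow fluorescence (Ex 488/Em 500-530).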
# USP1-UAF1 inh = blocks the human USP1/UAF1 deubiquitinase complex; O94782; hit rate 0.23% among 390,000; recombinant USP1/UAF1, Ub-Rhodamine cleavage fluorescence; Potency, µM (doses to about 57.1 µM), for the others: top-dose activity change, negative = inhibition, usual class: inhibitors; note: % is set by controls: 0 for no effect and ±100 for the full control effect; nearly all actives have a fitted effect of over 60% in size; inactives centre near -12
#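 USP1/UAF1 complex at 1 nM was preincubated with compound for 15 min at room temperature, then Ub-Rho substrate (150nM final) was added. Fluorescence (480/540 nm) was read kinetically, 6 reads every 60 seconds.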
# Vif-APOBEC3G blk = Vif-A3G binding inhibition; Q9HC16; HeLa A3G-eYFP + Vif (tagged APOBEC3G with the HIV-1 protein that degrades it), YFP fluorescence, overnight; Potency, µM (doses to about 46.1 µM), for inactives: top-dose activity, negative = active, most hits filed as inhibitors; hit rate 0.076% among 410,000;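 note: % is set by controls: 0 for no effect and ±100 for the full control effect; nearly all actives have a fitted effect of over 60% in size; hits raise eYFP signal because A3G escapes Vif-driven loss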
#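 HeLa cells stably expressing Vif and C-terminally eYFP-tagged A3G, seeded overnight at 37 deg C, then exposed to compound by pintool overnight at 37 deg C. Rise in yellow fluorescence (Ex 488/Em 500-530, Acumen) marks blocked Vif-driven A3G degradation.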
# * marks the source's active call; other numbers are inactive results; ? = inconclusive; / = not tested or not shown; [ ] = another dose, or the depositor's remark. Calls come from the whole dose curve; as a rule, active = well fitted curve in the direction sought with a large enough effect; inconclusive = small, poorly fitted or top-dose-only effect, or another doubt; inactive = no such curve, though single readings can be large; an effect the other way counts as inactive or inconclusive. Potency is the fitted concentration of half-maximal effect. Some of the compounds tested; rates above refer to the full screens.
# The opening three records, ahead of the listing:
# Assay codes – A = rTrxR1 inhibitor; B = TrxR1 substrate; C = RXFP1 ag; D = 12-LOX inh; E = RGS4 inhibitor; F = mIDH1 inhibitor; G = Vif-A3F inh; H = USP1-UAF1 inh; I = Vif-APOBEC3G blk
O=C1NC(=O)C2(Cc3ccccc3N3CCCC32)C(=O)N1Cc1ccccc1 (stereo unspecified)
  A = ?; B = -9%; C = 1.6%; D = 0%; E = -46%; F = -1%; G = -2%; H = -24%; I = -1%
COc1ccc(C(=O)C2CCCN(Cc3ccc(F)cc3F)C2)cc1F (stereo unspecified)
  A = 18%; B = -1%; C = 1.0%; D = -24%; E = -5%; F = -3%; G = -1%; H = -27%; I = 2%
O=C(c1cccc2ccccc12)C1CCCN(C2CCC2)C1 (stereo unspecified)
  A = 19%[57.1 µM]; B = 0%[57.1 µM]; C = 0.5%; D = -8%; E = -12%; F = 2%; G = -19%; H = -4%; I = 8%

# The list itself (from the top)
# Assay codes – A = rTrxR1 inhibitor; B = TrxR1 substrate; C = RXFP1 ag; D = 12-LOX inh; E = RGS4 inhibitor; F = mIDH1 inhibitor; G = Vif-A3F inh; H = USP1-UAF1 inh; I = Vif-APOBEC3G blk
O=C1NC(=O)C2(Cc3ccccc3N3CCCC32)C(=O)N1Cc1ccccc1 (stereo unspecified)
  A = ?; B = -9%; C = 1.6%; D = 0%; E = -46%; F = -1%; G = -2%; H = -24%; I = -1%
COc1ccc(C(=O)C2CCCN(Cc3ccc(F)cc3F)C2)cc1F (stereo unspecified)
  A = 18%; B = -1%; C = 1.0%; D = -24%; E = -5%; F = -3%; G = -1%; H = -27%; I = 2%
O=C(c1cccc2ccccc12)C1CCCN(C2CCC2)C1 (stereo unspecified)
  A = 19%[57.1 µM]; B = 0%[57.1 µM]; C = 0.5%; D = -8%; E = -12%; F = 2%; G = -19%; H = -4%; I = 8%
O=C1C2CCCN2C(c2cccc(Cl)c2)N1c1ccccn1 (stereo unspecified)
  A = 27%; B = 5%; C = 1.8%; D = 11%; E = 24%; F = 0%; G = 2%; H = -14%; I = 1%
COC(=O)C1=C(c2ccc(F)cc2F)C[C@@H]2CC[C@H]1N2C(=O)N1CCC(C)CC1
  A = 8%[57.1 µM]; B = 6%[57.1 µM]; C = 0.0%; D = 10%; E = -9%; F = 18%; G = -1%; H = -13%; I = 1%
O=S(=O)(c1ccccc1)N1CCCCC1c1cccnc1 (stereo unspecified)
  A = 6%; B = 9%; C = 0.1%; D = 5%; E = 2%; F = 13%; G = -4%; H = -3%; I = -5%
CCN1CC=C(c2c[nH]c3ccccc23)CC1
  A = -3%[57.1 µM]; B = 13%[57.1 µM]; C = -9.1%; D = 31%; E = -8%; F = 10%; G = -2%; H = -23%; I = 7%
CCOC(=O)Cn1cc(C(=O)c2ccccc2F)c2ccccc21
  A = -1%; B = -11%; C = 3.3%; D = 0%; E = -23%[56.9 µM]; F = 6%; G = 0%; H = -21%; I = -1%
CCN1C[C@]2(C)CC[C@H](O)[C@]34C1[C@H](C[C@H]23)[C@@]1(O)C[C@H](OC)[C@H]2C[C@@H]4[C@@H]1C2O (stereo partly specified)
  A = 21%; B = 5%; C = 0.3%; D = 4%; E = -5%; F = 1%; G = -4%; H = -21%; I = -1%
COc1ccc(CCNC2CCCCC2)cc1
  A = 17%; B = 7%; C = 0.7%; D = ?; E = 8%; F = 3%; G = 4%; H = -16%; I = -2%
NC(=S)/N=C/c1c(O)[nH]c(=O)[nH]c1=O
  A = -4%; B = -1%; C = -2.6%; D = -31%; E = -16%; F = 14%; G = 0%; H = -8%; I = -1%
CC1CN(O)C2CCc3c(no[n+]3[O-])C12O (stereo unspecified)
  A = -2%; B = 5%; C = 0.2%; D = 0%; E = -4%; F = 4%; G = -5%; H = -23%; I = 0%
CS(=O)(=O)CCN1CC2CCCC(C2)C1
  A = -10%; B = 5%; C = /; D = -10%; E = -45%; F = 2%; G = ?; H = -20%; I = -2%
Cc1cc2c(s1)NC(=O)CN=C2c1cccs1
  A = 17%; B = 4%; C = 1.3%; D = 5%; E = -17%; F = 0%; G = 12%; H = -27%; I = -7%
CC(CC(C#N)(c1ccccc1)c1ccccc1)N1CCOCC1 (stereo unspecified)
  A = 8%; B = -5%; C = /; D = -21%; E = -4%; F = -3%; G = 1%; H = -4%; I = 1%
CCOC(=O)C(=CNc1ccc(C(O)(C(=O)OCC)C(F)(F)F)cc1C)C(=O)OCC (stereo unspecified)
  A = 8%; B = -4%; C = 0.1%; D = 12%; E = -1%; F = 7%; G = 2%; H = -22%; I = 0%
COC(=O)C1=C(c2ccc(Cl)c(C(F)(F)F)c2)C[C@@H]2CC[C@H]1N2C(=O)NCCCOC(C)C
  A = 11%[57.1 µM]; B = 3%[57.1 µM]; C = -0.5%; D = /; E = -15%; F = 4%; G = 3%; H = 14%; I = 2%
CCCCCn1c(=O)c(C(=O)Nc2cccc(C)n2)c(O)c2ccccc21
  A = 4%; B = -1%; C = -0.1%; D = -7%; E = 5%; F = -12%; G = 3%; H = -5%; I = 3%
COc1ccc(OCC(=O)N2CCN(Cc3nc4cc([N+](=O)[O-])ccc4n3C)CC2)cc1
  A = -15%; B = -5%; C = 0.1%; D = 0%; E = -11%[11.4 µM]; F = -3%; G = 0%; H = -10%; I = 1%
CCN1CCN(C(=O)COc2ccc(S(=O)(=O)Nc3ccc(Cl)cc3)cc2)CC1
  A = -8%; B = -10%; C = 1.3%; D = 49%[activator]; E = -10%; F = 6%; G = -1%; H = -10%; I = -1%
CCCNC1=C(C)C(=O)C2=C(C1=O)C(COC(N)=O)[C@]1(OC)C3NC3CN21 (stereo partly specified)
  A = 18%[57.1 µM]; B = 4%[57.1 µM]; C = -55%[inhibitor]; D = 6%; E = -35%; F = 3%; G = -1%; H = -23%; I = 0%
Cc1ccc2oc(=O)n(CCC(=O)Nc3ccc(N4CCOCC4)cc3)c2c1
  A = 11%; B = 3%; C = -0.7%; D = 2%; E = -6%; F = -1%; G = -5%; H = -9%; I = -1%
Cc1cc(C(C#N)c2ccc(Cl)cc2)c(Cl)cc1NC(=O)c1cc(I)cc(I)c1O (stereo unspecified)
  A = -1%; B = 0%; C = 0.1%; D = ?; E = ?; F = 10%; G = -1%; H = ?; I = -1%
Cc1ccc(C2N(c3ccccn3)C(=O)C3CCCN32)o1 (stereo unspecified)
  A = 3%; B = 5%; C = 1.6%; D = 0%; E = -10%[11.4 µM]; F = 0%; G = -13%; H = -27%; I = -1%
Clc1ccc2c(c1)C(c1ccccc1Cl)=NCc1nnc(Br)n1-2
  A = 1%; B = 0%; C = 0.8%; D = 23%; E = 11%; F = 10%; G = 3%; H = 0%; I = -13%
Cc1cc(Oc2ccc(C(F)(F)F)cc2[N+](=O)[O-])c2c3c(c(=O)oc2c1)CCC3
  A = 13%[57.1 µM]; B = -19%[57.1 µM]; C = 7.4%; D = 8%; E = -13%; F = 4%; G = 9%; H = -19%; I = 2%
CCCCCCn1c(=O)c(C(=O)Nc2ncccc2O)c(O)c2ccccc21
  A = 20%; B = -1%; C = 0.9%; D = 12%; E = 1%; F = -3%; G = 4%; H = -20%; I = -3%
O=c1[nH]c(=S)n(Cc2ccc(F)cc2)c(O)c1C=NCc1ccc2c(c1)OCO2
  A = 18%; B = 5%; C = 25µM*; D = 203%[activator]; E = 2%; F = 17%; G = ?; H = -23%; I = -10%
Cc1cc(C)n(-c2ccc(NN=C(C#N)C#N)cc2)n1
  A = ?; B = -11%; C = -0.6%; D = ?; E = -6%; F = ?; G = 1%; H = -12%; I = -7%
C=C1[C@H]2C[C@H]3[C@H]4N5C[C@]6(C)CCC[C@]47[C@H]([C@H]2O)[C@]3(C[C@]5(O)[C@H]67)[C@@H]1O
  A = 17%; B = 5%; C = /; D = 11%; E = 15%; F = 15%; G = 0%; H = 15%; I = 2%
Cn1cccc1/C=C1\C(=O)NC(=O)N(Cc2ccccc2Cl)C1=O
  A = -8%; B = -6%; C = -0.9%; D = ?; E = ?; F = -1%; G = 11µM*; H = -10%; I = -24%
COC(=O)C1=C(c2cccc(OCc3ccccc3)c2)C[C@@H]2CC[C@H]1N2C(=O)NCc1ccc2[nH]ccc2c1
  A = 3%[57.1 µM]; B = 1%[57.1 µM]; C = 0.2%; D = 6%; E = 5%; F = -17%; G = 5%; H = -20%; I = 0%
O=C1NC(=O)N(c2ccccc2)C(=O)/C1=C\c1ccc([N+](=O)[O-])s1
  A = 56µM*; B = -19%; C = 5.3%; D = 0%; E = ?; F = 0%; G = ?; H = 18µM*; I = 0%
CC=C(CC)C1(CCC)C(=O)NC(=S)NC1=O
  A = 11%[11.4 µM]; B = 11%[57.1 µM]; C = /; D = ?; E = 16%; F = -7%; G = 2%; H = -8%; I = 1%
COc1cccc(C(=O)c2cn(CC(=O)Nc3cc(Cl)c(OC)cc3OC)c3nc(C)ccc3c2=O)c1
  A = 0%[57.1 µM]; B = -5%[57.1 µM]; C = 0.3%; D = -10%; E = 3%; F = -10%; G = -16%; H = ?; I = -3%
Cn1cnnc1Sc1cc(N2CCNCC2)ccc1[N+](=O)[O-]
  A = -2%[57.1 µM]; B = -4%[57.1 µM]; C = 0.0%; D = 24%; E = 5%; F = -1%; G = -1%; H = -10%; I = 2%
